# Bioassay records from PubChem.
# NPY-Y2 PAM-ag = human NPY-Y2 potentiation or agonism, primary screen. P49146. cells expressing NPY-Y2, potentiator/agonist read-out. activation, % at 3.6 µM. 220,000 compounds, 0.45% hits; in the data active = activation above about 27%;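 also: cells stimulated with NPY near EC25 plus isoproterenol at EC100; 0% = vehicle plus submaximal agonist and 100% = vehicle plus saturating agonist; some results beyond the cut were filed as inactive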
# Hck-Nef inh = inhibitors of human Hck kinase activated by Nef | Recombinant Hck-YEEI plus Nef, Z-Lyte FRET kinase assay | inhibition, % at 20 µM | 220,000 compounds, 0.68% hits | AID 463187;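 active = Hck-Nef kinase inhibition above about 50%, limit read from the data; inactive = inhibition below that limit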;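 also: 0% = DMSO with Hck plus Nef and 100% = Hck alone without Nef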
# Mdm2 ligase inh = blocks human Mdm2 ubiquitin ligase activity; 210,000 compounds, 0.11% hits; Q00987; signal enhancement, % at 5 µM; cell-based MDM2 ubiquitination luciferase reporter, 2 h; 0 = plate control, 100 = twice control, blank-subtracted; AID 1230;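 active = signal enhancement of 30% or more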;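 also: luminescence tracks abundance of the self-degrading MDM2-luciferase fusion protein; higher signal means inhibition of MDM2 E3 ligase activity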
#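 Test system: stable mammalian line carrying autodegrading MDM2–luciferase fusion reporter; quantity: 2000 cells in each well; times: 4 h cell settling then 2 h compound exposure, 37 °C; detection: luminescence with SteadyLite reagent, 15 min at room temperature; evaluation: percent signal gain over controls, blank-subtracted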
# NPY1 pot ag = potentiates or activates human NPY-Y1 receptor. P25929. activation, % at 3.6 µM. 220,000 compounds, 0.37% hits. NPY-Y1 expressing cells, potentiator/agonist activation; in the data active = activation above about 33%, passing the limit was not always enough;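 also: cells stimulated with NPY at EC10 then isoproterenol at EC100; 0% = low agonist plus stimulus and 100% = saturating agonist plus stimulus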
# Runt-SMMHC FRET = blocks binding of human RUNX1 Runt domain to CBFb-SMMHC; 220,000 compounds, 0.74% hits; Q01196+Q13951; inhibition, % at 20 µM; Cerulean-Runt/Venus-CBFb-SMMHC FRET ratio 530/480, 1 h;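 active = mean inhibition across duplicate retests at 20 µM reaching about 50%, limit read from the data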;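 also: 0% = DMSO wells and 100% = wells with excess untagged CBFb-SMMHC; inhibitors lower the FRET ratio by blocking Runt binding to CBFb-SMMHC; some results filed as inactive read as strong as hits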
# Runt-CBFb FRET = Runt domain-CBFb interaction inhibition | Cerulean-Runt/Venus-CBFb FRET ratio 530/480, 1 h | inhibition, % at 20 µM | 220,000 compounds, 0.46% hits;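 active = inhibition over about 50% at 20 µM in the single-dose screen, limit read from the data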;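 also: 0% = DMSO wells and 100% = excess unlabeled CBFb competitor control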
#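 Assay system: Cerulean-Runt domain fusion protein, energy donor; Signal: fluorescence energy transfer, 422 nm excitation, 530/480 nm emission; Timing: 1 h compound exposure, room temperature; Control set: unlabeled CBFb; Medium: Tris buffer pH 7.5 with salts and BSA; Compound: single test concentration of 20 µM, 1% DMSO final; Probe or stimulus: Venus-CBFb 100 nM.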
# RBBP9 inh = blocks human serine hydrolase RBBP9; inhibition, % at 7.94 µM; 220,000 compounds, 0.2% hits; recombinant RBBP9, FP-Rh probe fluorescence polarization; O75884;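 active = inhibition above the campaign mean of all tested compounds plus 3 SD, cut at about 14% in these data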;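 also: plate controls were DMSO wells with RBBP9 for no effect and wells lacking RBBP9 protein for full effect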
# Target sequence (O75884 whole entry, looked up): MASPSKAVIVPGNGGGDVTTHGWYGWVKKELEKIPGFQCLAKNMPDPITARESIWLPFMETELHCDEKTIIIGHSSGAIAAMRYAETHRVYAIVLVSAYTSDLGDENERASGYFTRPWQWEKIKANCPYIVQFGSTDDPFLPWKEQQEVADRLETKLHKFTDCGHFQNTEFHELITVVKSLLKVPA
#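 system = RBBP9 protein | input = RBBP9 at 2.5 µM in dispensed solution, before mixing | measured by = fluorescence polarization (mP), excitation 525 nm, emission 598 nm | incubation = enzyme-compound preincubation 30 min, then probe labeling 45 min, 25 °C | buffer or medium = Tris-NaCl-Pluronic buffer, pH 8.0 | compound = single dose 7.94 µM | also added = FP-Rh probe, 375 nM dispensing solution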
# p97 ATPase inh = human p97 ATPase inhibition; P55072; recombinant p97 ATPase, Kinase-Glo ATP luminescence, 3 h; inhibition, % at 8 µM; 220,000 compounds, 0.42% hits; AID 1481; in the data active = inhibition above about 15%;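 also: 0% = DMSO vehicle and 100% = wells lacking enzyme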
# Target sequence (P55072 whole entry, looked up): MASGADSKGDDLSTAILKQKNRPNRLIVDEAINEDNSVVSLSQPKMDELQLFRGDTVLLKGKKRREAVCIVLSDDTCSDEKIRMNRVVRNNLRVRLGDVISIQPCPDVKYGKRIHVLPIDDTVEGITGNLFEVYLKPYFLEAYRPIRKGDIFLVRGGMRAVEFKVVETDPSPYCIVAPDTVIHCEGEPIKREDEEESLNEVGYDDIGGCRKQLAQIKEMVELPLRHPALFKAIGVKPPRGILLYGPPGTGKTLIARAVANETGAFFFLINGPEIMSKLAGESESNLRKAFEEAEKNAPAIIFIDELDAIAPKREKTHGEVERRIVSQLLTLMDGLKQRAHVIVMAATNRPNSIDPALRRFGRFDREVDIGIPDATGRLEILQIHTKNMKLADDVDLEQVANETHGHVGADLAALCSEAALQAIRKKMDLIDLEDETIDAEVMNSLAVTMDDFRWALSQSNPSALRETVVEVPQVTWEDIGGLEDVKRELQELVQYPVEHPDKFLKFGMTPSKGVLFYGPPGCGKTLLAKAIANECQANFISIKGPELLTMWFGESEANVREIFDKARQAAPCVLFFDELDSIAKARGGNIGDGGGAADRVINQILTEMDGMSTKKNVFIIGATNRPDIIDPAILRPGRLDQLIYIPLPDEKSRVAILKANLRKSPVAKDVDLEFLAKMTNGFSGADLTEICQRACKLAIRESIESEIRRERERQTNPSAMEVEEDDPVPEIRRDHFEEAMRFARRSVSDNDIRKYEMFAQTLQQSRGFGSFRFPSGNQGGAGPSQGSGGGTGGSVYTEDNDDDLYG
# NPY-Y1 antag = NPY-Y1 (human) receptor antagonism | P25929 | HEK293-CNG Y1 cells, membrane potential fluorescence; NPY at EC95, then isoproterenol | inhibition, % at 3.6 µM | 200,000 compounds, 1% hits;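 active = inhibition above the campaign mean inhibition of all tested compounds plus 3 SD, cut at about 20% in these data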;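 also: 0% = DMSO wells given NPY plus isoproterenol and 100% = isoproterenol alone without NPY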
#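 material = HEK293 cells with Y1 receptor plus CNG channel | also added = NPY 25 nM then isoproterenol 1 µM plus Ro 20-1724 25 µM | schedule = dye 3 h, compound 60 min room temperature, stimulation 45 min | measured by = membrane potential fluorescence | benchmarks = high control isoproterenol alone, low control NPY with isoproterenol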
# An asterisk follows results filed as active; / = not tested or not shown.
Molecule	NPY1 pot ag	Hck-Nef inh	RBBP9 inh	Mdm2 ligase inh	NPY-Y2 PAM-ag	p97 ATPase inh	Runt-SMMHC FRET	NPY-Y1 antag	Runt-CBFb FRET
CC(C)CNC(=O)CSc1nnc(-c2ccc(Cl)cc2)n1N	-6	-1	4	-15	1	3	-5	2	2
CCCc1cc(=O)[nH]c(SCC(=O)N(CC(C)C)C2CCS(=O)(=O)C2)n1 (configuration not stated)	-4	-2	-6	5	1	1	1	3	0
COc1ccc(CN2CC34C=CC(O3)C(C(=O)O)C4C2=O)cc1 (configuration not stated)	-2	11	-7	-14	-3	-2	1	2	1
Cc1cc(NC(=O)CSc2nnc(Cn3c(=O)sc4ccccc43)n2-c2ccccc2C)no1	-3	1	-8	-8	0	2	2	-2	-5
CCOC(=O)c1ccc(S(=O)(=O)NC2CCCCCCC2)n1C	0	4	-12	-2	2	-1	-1	2	-1
OC(COc1ccc(OCC(O)CN2CCCCCC2)cc1)CN1CCCCCC1 (configuration not stated)	-30	-1	8	-15	-10	-1	1	9	1
O=C(O)C1CCCCC1C(=O)NCCc1cccc(Cl)c1 (configuration not stated)	18	13	2	-17	-4	2	-6	1	2
O=C1CC(c2ccc3c(c2)OCO3)Sc2nc3ccccc3n21 (configuration not stated)	21	3	-5	-80	-31	-3	-7	12	-1
OCCNc1nc(Nc2ccccc2)nc(Nc2ccccc2)n1	3	0	-10	6	11	0	-1	-6	1
CC1(C)Oc2ccc3ccc(=O)oc3c2/C(=C/Nc2ccccc2)C1=O	-2	-1	-6	0	14	-6	-1	0	-2
COc1ccc(-c2oc3cc(O)c(OC)c(O)c3c(=O)c2OC)cc1	/	37	/	-27	/	/	0	/	1
CSc1ncccc1C(=O)Nc1ccc(F)c(F)c1F	-12	10	-5	2	-5	3	-1	0	-1
CCOC(=O)C1CCN(C(=O)c2c(-c3c(F)cccc3Cl)noc2C)CC1	-8	6	-8	-8	-19	6	-5	-3	-1
COc1ccc(CCNC(=O)CSc2nnc(Cc3cccn3C)n2C)cc1OC	-3	2	0	-15	-8	-2	0	1	/
CCOC(=O)c1ccccc1NC(=S)N1CCC(C)CC1	-4	-1	-12	-9	-12	-3	3	-1	1
Cn1cnnc1SCC(=O)NN(c1ccccc1)c1ccccc1	6	-3	-3	-1	7	-6	-1	1	-3
CNC(=O)/C(C#N)=C/c1cc(C)n(-c2ccc(N3CCOCC3)cc2)c1C	-15	1	-4	-10	8	-5	-3	/	-1
Nn1c(SCc2c(F)cccc2F)nnc1-c1ccccn1	15	17	-4	-12	-10	8	3	/	2
O=C(CC(=O)N/N=C\c1c(Cl)cccc1Cl)NCc1ccccc1	-20	3	-5	-18	-4	1	0	8	-3
CC1CCCN(CC(=O)N2c3ccccc3Sc3ccccc32)C1 (configuration not stated)	4	18	0	-12	0	-1	-4	0	0
CC(C)Nc1nnc(SCC(=O)Nc2ccc3c(c2)C(=O)c2ccccc2C3=O)s1	-7	16	11	-11	7	4	-7	-7	-3
O=P(c1ccccc1)(c1ccccc1)C(O)c1ccncc1 (configuration not stated)	10	1	-4	-12	-6	0	-1	2	-4
O=C(CC12CC3CC(CC(C3)C1)C2)Nc1cccc2ncccc12	0	0	-3	0	-2	3	0	16	-9
N/C(Cc1ccc([N+](=O)[O-])cc1)=N\OC(=O)c1ccc([N+](=O)[O-])cc1	-9	0	-3	-14	5	5	0	-2	2
CN(C)C(=S)NC(C)(C)C	-8	10	-6	-11	9	-1	1	/	-2
O=C(CCCSc1nc2ccccc2[nH]1)NCc1ccccc1Cl	-1	1	-3	-13	0	1	4	-2	0
COc1ccccc1/C=C/C=N/n1c(COc2ccccc2)n[nH]c1=S	-35	1	-1	-5	-13	5	6	14	10
COc1cc2c(C(=O)OCCN(C)C)c(CSc3ccccc3)n(C)c2cc1Br	-52	11	-5	-56	-26	-1	-5	19	-1
CC(C)CCNC(=O)CCn1nc(-c2ccccc2)ccc1=O	7	1	-7	-17	0	-4	2	1	-2
Nc1c(-c2n[nH]c(=S)n2-c2ccc(Cl)cc2Cl)cnn1-c1ccccc1	-36	10	0	-4	-5	6	2	/	8
COC(=O)c1c(C(=O)OC)c2n(c1C)Cc1ccccc1C2	-3	3	-5	5	4	-1	-4	5	-4
CCC(=O)N1CCc2cc(S(=O)(=O)NCCC(=O)N3CCc4ccccc4C3)ccc21	7	5	-5	/	6	6	4	0	0
Cc1ccc(-c2csc3ncnc(NCCN4CCOCC4)c23)cc1	-16	0	-4	-11	5	-12	1	0	3
CN1CCN(CC(=O)Nc2c(C(=O)C3CC3)oc3ccccc23)CC1	0	2	0	-12	-30	-5	1	6	0
Cc1sc2c(c1C)CN(CCN1CCOCC1)CN2C(=O)c1ccccc1	-1	29	-11	0	-6	4	3	5	2
C/C(Cl)=C/Cn1c(NCCN(C)C)nc2c1c(=O)n(C)c(=O)n2C	36	-1	0	-4	18	-5	-2	-4	0
COC(=O)Cn1c2ccccc2c2nc(C)sc21	-17	1	-10	2	-21	0	0	-3	1
Cc1nc2ncnn2c(C)c1CCC(=O)NC(C)CCc1ccco1 (configuration not stated)	11	3	-8	6	4	4	0	4	-2
CC(=O)Nc1ccc2c(c1)OCCOCCOc1cc(NC(C)=O)ccc1OCCOCCOCCO2	-23	2	-14	-12	11	1	3	5	-2
CC1=C(C(=O)OCC2CCCO2)C(c2ccncc2)C2=C(CC(C)(C)CC2=O)N1 (configuration not stated)	-6	27	-15	-12	-11	-4	86*	3	42
COC(CNC(=O)C1CCCN1C(=O)OCc1ccccc1)OC (configuration not stated)	-2	18	-2	5	1	4	-4	1	1
COc1cc(C(=O)Nc2nc3ccccc3[nH]2)cc(OC)c1OC	5	0	-8	5	-6	1	-1	-2	-2
Cc1noc(C)c1CSc1nnc(C)c(=O)[nH]1	-2	0	-1	-8	-6	2	1	8	-4
CCc1ccccc1NC(=O)CN(C)S(=O)(=O)c1ccc2c(c1)c(=O)n(C)c(=O)n2C	9	5	3	-2	-2	8	-2	0	2
CC(C)c1cc(-c2cc(C(=O)NCc3ccccc3)on2)nc(NC2CCCC2)n1	/	23	/	-6	/	/	1	/	1
COC(=O)CCCC1=CC2=CC(=O)C(C)(OC(=O)c3cccs3)C(=O)C2=CN1CCc1ccccn1 (configuration not stated)	/	21	/	2	/	/	-3	/	0
CC(=O)N1CCN(C(=O)c2cccc(S(=O)(=O)Nc3ccc(C)cc3)c2)CC1	-9	2	0	-3	-8	2	-4	-3	1
COc1cccc(/C=N/NC(=O)CCc2c(C)n[nH]c2C)c1	7	2	-5	-5	12	-1	-5	2	0
COc1ccccc1-n1cc(-c2ccc([N+](=O)[O-])cc2)[nH]c1=S	-2	-13	-2	-11	-1	2	7	/	12
S=C(NCc1ccccc1)N1CCN(C2CCCCC2)CC1	-7	25	5	/	-13	1	-3	/	1
Cc1nc(NC(=O)CSc2cc(C)c3ccccc3n2)c(Cl)cc1Cl	15	1	-6	-16	-5	5	1	-1	-1
O=C(COC(=O)c1ccco1)Nc1ccccc1[N+](=O)[O-]	1	19	-4	-11	2	2	0	-3	1
Cc1cc(C)n2ncnc2n1	-9	2	-2	-9	-11	2	1	-3	2
O=C1NC(=O)/C(=C\c2ccccc2OCc2ccc([N+](=O)[O-])cc2)N1	6	9	-5	-14	15	7	-19	-2	-9
CCn1cc(C(=O)O)c(=O)c2cc(F)c(N3CCN(C(=S)NC(=O)c4ccc(F)c(F)c4)CC3)cc21	-21	15	-5	5	8	1	-6	2	3
Cc1cc(-n2nnc3ccccc32)nc2ccccc12	-12	1	2	2	8	-1	3	12	-4
COc1ccc(NC(=O)COc2ccc(C)cc2)c([N+](=O)[O-])c1	26	27	-3	-13	10	3	-30	-5	-71
Cc1ccccc1NC(=O)c1c(C)[nH]c(=S)c(C#N)c1-c1ccco1	-3	1	-12	-13	3	9	21	-4	16
O=C(Cn1nc(C(=O)O)c2ccccc2c1=O)NC12CC3CC(CC(C3)C1)C2	1	-9	0	-1	8	3	1	4	-2
O=C(CSc1nnc(NC(=O)c2ccco2)s1)Nc1ccccc1	0	-17	-7	-2	5	5	0	-1	2

# Pulled one by one from the list above (2):
Molecule	NPY1 pot ag	Hck-Nef inh	RBBP9 inh	Mdm2 ligase inh	NPY-Y2 PAM-ag	p97 ATPase inh	Runt-SMMHC FRET	NPY-Y1 antag	Runt-CBFb FRET
Cc1nc(NC(=O)CSc2cc(C)c3ccccc3n2)c(Cl)cc1Cl	15	1	-6	-16	-5	5	1	-1	-1
Cc1cc(-n2nnc3ccccc32)nc2ccccc12	-12	1	2	2	8	-1	3	12	-4

# Going on with the list.
Molecule	NPY1 pot ag	Hck-Nef inh	RBBP9 inh	Mdm2 ligase inh	NPY-Y2 PAM-ag	p97 ATPase inh	Runt-SMMHC FRET	NPY-Y1 antag	Runt-CBFb FRET
Cc1cc(C)n(C(=O)CNC(=O)COc2ccccc2)n1	-4	0	-6	-10	-13	-4	1	5	1
CC1CCCC(NC(=O)C2CCCN2S(=O)(=O)c2cccc3nsnc23)C1C (configuration not stated)	8	0	-8	-7	10	-11	-4	-1	1
COc1cc(OC)c(C2CC(=O)N3CN(c4ccccc4)CSC3=C2C#N)cc1OC (configuration not stated)	-6	-1	9	0	4	-4	111*	8	80*
O=C(CCc1nc2ccccc2[nH]1)Nc1ccc2c(c1)OCCO2	-24	-7	-6	/	6	9	-7	-1	0
Cc1cc(OCCCn2ccnc2)ccc1C(C)C	-18	2	-10	-3	-6	2	0	7	4
CCCNC(=O)NCCC12CC3CC(CC(C3)C1)C2	5	21	4	-5	-4	-1	1	0	-1
CCCN(Cc1nnc(-c2ccccc2Cl)o1)C(=O)c1cc([N+](=O)[O-])cc([N+](=O)[O-])c1	29	2	-5	-9	2	1	-3	1	-2
O=C1CCC(=O)N1c1cccc(OS(=O)(=O)c2ccccc2)c1	21	7	-5	-1	2	6	-2	9	-3
CCOC(=O)c1nnc(-c2cccs2)nc1NC(C)C	3	1	-4	-17	4	-3	5	3	0
CCNC(=S)NS(=O)(=O)c1ccc(F)cc1	4	8	1	-8	6	2	-6	3	2

# Random draw from the library; any-hit rate near 3.5%.
